Bioassay records: PubChem BioAssay, several laboratories
TROY signal inh = inhibitors of TROY-driven NF-kB signaling, primary screen, Q293 LMP1-TROYcd cells, NF-kB luciferase, uHTS. inhibition, % at 10 µM. Q293 LMP1-TROYcd NF-kB luciferase reporter, 4 h. hit rate 0.98% among 360,000;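 active means compounds whose plate-normalised and pattern-corrected inhibition of the luciferase reporter signal at the single screening dose is 50% or more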
NR2F2 inh = NR2F2 transcriptional activity inhibitors, primary screen, cell-based, luciferase reporter, HEK293T, luminescence; inhibition, % at 8.6 µM; AID 686940, 2013; hit rate 0.7% among 370,000; HEK293T NGFI-A luciferase reporter;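 active means inhibition above a per-plate cutoff, mean inhibition of test wells between control levels plus 3 SD, cut at about 38% in these data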;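 further: cells cotransfected with COUP-TFII expression vector driving the NGFI-A reporter; 0% = median of COUP-TF2 test wells and 100% = reporter-only cells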
LMP1 NFkB inh = EBV LMP1-driven NF-kappaB luciferase reporter inhibitors, primary screen, cell-based, luminescence, single point. LMP1-induced NF-kappaB luciferase reporter cells. inhibition, % at 12.5 µM. hit rate 0.69% among 350,000; in the data active means inhibition above about 41%;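 further: 0% = neutral control wells and 100% = reference inhibitor control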
LRH-1 inv ag = LRH-1 (NR5A2) inverse agonists, primary screen, cell-based, luminescence, HEK293T, StAR-luciferase reporter; hit rate 0.13% among 360,000; inhibition, % at 3.6 µM; Nuclear receptor subfamily 5 group A member 2 (Homo sapiens), O00482; AID 602396, 2012; LRH-1 transfected, 24 h;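 active means inhibition above the mean inhibition of all tested compounds plus 3 SD, cut at about 73% in these data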;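 further: 0% = DMSO wells and 100% = reporter-only cells lacking LRH-1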
CF NFkB block = inhibitors of PAF-induced NF-kB signaling, primary screen, cell-based, GFP fluorescence, uHTS; hit rate 0.86% among 360,000; KKLEB NF-kB-GFP reporter, GFP fluorescence overnight; inhibition, % at 5 µM;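 active means at least 50% inhibition at 5 µM, scaled per plate between neutral and stimulator controls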;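 further: PAF is a Pseudomonas aeruginosa culture filtrate used as stimulus; plate controls were PAF-stimulated DMSO wells for no effect and unstimulated DMSO wells for full effect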
TWEAK-Fn14 inh = inhibitors of TWEAK-Fn14 signaling, primary screen, luciferase reporter cells, uHTS; inhibition, % at 10 µM; TWEAK-stimulated Fn14 reporter cells, luciferase luminescence, 8 h; hit rate 2% among 360,000; AID 1159606, 2016; in the data active means inhibition above about 50%
SRC3 inh = SRC3 coactivator transcriptional activity inhibitors, primary screen, cell-based, luminescence; Nuclear receptor coactivator 3 (Homo sapiens), Q9Y6Q9; HEK293 GAL4-SRC3 luciferase reporter; inhibition, % at 3.6 µM; hit rate 0.17% among 360,000;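 active means inhibition above a per-campaign cutoff, the mean of all compounds plus 3 SD, cut at about 60% in these data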;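 further: 0% = DMSO-treated cells and 100% = gossypol-treated cells at 36 µM; higher means less SRC3-driven luciferase light from the GAL4 reporter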
TRAIL sens C8 = viability loss with TRAIL in NB7+C8 cells, primary screen, TRAIL sensitizer project, cell-based, ATPlite luminescence. inhibition (viability loss, TRAIL sensitization), % at 10 µM. hit rate 1% among 360,000. AID 624354, 2012;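 active means compounds causing at least 50% loss of cell viability in the single-dose screen, relative to plate controls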
KKLEB cytotox = cytotoxicity in KKLEB CF airway cells, primary screen, cytotoxicity control for CF NF-kB inhibitor project, cell-based, uHTS, fluorescence assay plates. activity change (cytotoxicity), % at 5 µM. KKLEB CF airway cells viability, ATPlite luminescence, overnight; active compounds read low; cells stimulated with P. aeruginosa culture filtrate. hit rate 0.36% among 360,000;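 active means corrected activity change at or below -50% at 5 µM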
Shn3 inh set2 = reduction of Shn3 3'UTR firefly luciferase signal, primary screen, Schnurri-3 inhibitor project, cell-based, Clone20 osteoblasts, set 2 | hit rate 0.52% among 360,000 | inhibition, % at 12.5 µM | Clone20 osteoblast Shn3 3'UTR firefly luciferase, 24 h | AID 588674, 2011;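 active means mean inhibition of at least 75% with every replicate also reaching 75%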;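 further: 0% = median of neutral control wells and 100% = pilot-screen positive control compound; some compounds past the cut are filed as inactive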
SRC1 inh = SRC1 coactivator transcriptional activity inhibitors, primary screen, cell-based, luminescence; Nuclear receptor coactivator 1 (Homo sapiens), Q15788; HEK293 GAL4-SRC1 luciferase reporter; inhibition, % at 3.6 µM; hit rate 0.12% among 360,000; AID 588354, 2011;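 active means inhibition above the campaign mean plus 3 SD, with each screening campaign given its own cutoff, cut at about 60% in these data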;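 further: 0% = DMSO treated cells and 100% = gossypol at 36 µM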
Target sequence (Q15788 whole entry, looked up, the tested form may be a part): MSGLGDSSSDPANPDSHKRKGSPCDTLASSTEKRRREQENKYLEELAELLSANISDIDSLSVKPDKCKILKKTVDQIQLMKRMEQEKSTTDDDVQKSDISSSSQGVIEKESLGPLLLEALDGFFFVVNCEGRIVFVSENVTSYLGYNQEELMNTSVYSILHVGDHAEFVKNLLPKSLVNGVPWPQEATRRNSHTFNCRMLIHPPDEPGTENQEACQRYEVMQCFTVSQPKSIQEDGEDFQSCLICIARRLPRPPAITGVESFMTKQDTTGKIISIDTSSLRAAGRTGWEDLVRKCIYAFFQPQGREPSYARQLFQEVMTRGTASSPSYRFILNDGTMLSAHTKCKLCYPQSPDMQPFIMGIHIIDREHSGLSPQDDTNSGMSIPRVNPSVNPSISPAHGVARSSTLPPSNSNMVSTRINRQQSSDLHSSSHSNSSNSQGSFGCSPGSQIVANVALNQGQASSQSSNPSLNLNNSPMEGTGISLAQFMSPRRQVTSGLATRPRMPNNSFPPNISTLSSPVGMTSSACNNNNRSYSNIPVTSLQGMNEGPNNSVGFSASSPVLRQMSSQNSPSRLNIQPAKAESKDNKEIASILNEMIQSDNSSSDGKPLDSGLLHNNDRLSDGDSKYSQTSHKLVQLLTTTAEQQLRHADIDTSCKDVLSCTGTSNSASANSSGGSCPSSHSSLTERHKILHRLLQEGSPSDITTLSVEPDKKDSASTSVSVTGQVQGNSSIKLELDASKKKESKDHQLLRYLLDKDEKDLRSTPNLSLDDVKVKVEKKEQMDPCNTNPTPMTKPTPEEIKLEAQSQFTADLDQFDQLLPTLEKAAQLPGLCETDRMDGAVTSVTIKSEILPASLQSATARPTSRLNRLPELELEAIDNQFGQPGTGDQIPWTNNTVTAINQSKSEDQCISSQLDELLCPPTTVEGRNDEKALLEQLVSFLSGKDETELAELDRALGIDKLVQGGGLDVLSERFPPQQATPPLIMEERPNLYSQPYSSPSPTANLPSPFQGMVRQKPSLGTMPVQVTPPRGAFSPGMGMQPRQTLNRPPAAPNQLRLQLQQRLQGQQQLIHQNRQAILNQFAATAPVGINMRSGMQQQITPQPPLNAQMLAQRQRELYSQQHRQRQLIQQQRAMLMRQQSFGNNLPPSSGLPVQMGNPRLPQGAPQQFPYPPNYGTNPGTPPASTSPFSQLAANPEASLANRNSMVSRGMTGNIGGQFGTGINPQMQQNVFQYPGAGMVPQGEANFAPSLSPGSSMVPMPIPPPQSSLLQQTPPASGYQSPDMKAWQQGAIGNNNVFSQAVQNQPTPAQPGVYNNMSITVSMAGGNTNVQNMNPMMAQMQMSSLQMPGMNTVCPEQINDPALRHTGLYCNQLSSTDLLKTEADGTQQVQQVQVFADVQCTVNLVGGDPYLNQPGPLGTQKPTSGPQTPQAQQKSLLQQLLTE
Active calls of the source: *. Some of the compounds tested; the hit share may differ from the screen's.

What do the screens show for `Cc1c(C(=O)N2CC(C)OC(C)C2)sc2nc(-c3ccc(F)cc3)cn12` (stereo not drawn)?
TROY signal inh: 6; NR2F2 inh: -13; LMP1 NFkB inh: -4; LRH-1 inv ag: -2; CF NFkB block: -3; TWEAK-Fn14 inh: 8; SRC3 inh: -4; TRAIL sens C8: 4; KKLEB cytotox: 6; Shn3 inh set2: 15; SRC1 inh: 7

What do the screens show for `Cc1ccccc1-n1c(SCC(=O)c2c(N)n(C3CC3)c(=O)[nH]c2=O)nnc1N1CCOCC1`?
TROY signal inh: -8; NR2F2 inh: -8; LMP1 NFkB inh: -3; LRH-1 inv ag: 11; CF NFkB block: 5; TWEAK-Fn14 inh: 10; SRC3 inh: 11; TRAIL sens C8: -25; KKLEB cytotox: 18; Shn3 inh set2: 19; SRC1 inh: 6

Results for Cc1ccc(S(=O)(=O)CCC(=O)OCC(=O)NCCc2ccc(F)cc2)cc1 ?
TROY signal inh: -3; NR2F2 inh: -4; LMP1 NFkB inh: 0; LRH-1 inv ag: 11; CF NFkB block: -5; TWEAK-Fn14 inh: -7; SRC3 inh: -2; TRAIL sens C8: 11; KKLEB cytotox: 21; Shn3 inh set2: 3; SRC1 inh: -6

Results for N#Cc1ccc(OCC(=O)N2CCCC2=O)cc1 ?
TROY signal inh: 0; NR2F2 inh: 20; LMP1 NFkB inh: -3; LRH-1 inv ag: 6; CF NFkB block: 18; TWEAK-Fn14 inh: 7; SRC3 inh: -10; TRAIL sens C8: 17; KKLEB cytotox: -4; Shn3 inh set2: -9; SRC1 inh: -17

Results for C[C@@H]1CN([C@H](C)CO)C(=O)Cc2cc(NC(=O)Cn3cnnn3)ccc2O[C@@H]1CN(C)Cc1ccc(Cl)c(Cl)c1 ?
TROY signal inh: 3; NR2F2 inh: -7; LMP1 NFkB inh: 0; LRH-1 inv ag: 0; CF NFkB block: 1; TWEAK-Fn14 inh: -9; SRC3 inh: 1; TRAIL sens C8: -1; KKLEB cytotox: -11; Shn3 inh set2: -4; SRC1 inh: -1

What do the screens show for `Cc1[nH]c(-c2ccc(F)cc2)cc1C(=O)N1CCN(c2ccc(Cl)cc2)CC1`?
TROY signal inh: 15; NR2F2 inh: 12; LMP1 NFkB inh: -6; LRH-1 inv ag: 9; CF NFkB block: 0; TWEAK-Fn14 inh: 89*; SRC3 inh: 1; TRAIL sens C8: 13; KKLEB cytotox: -2; Shn3 inh set2: 11; SRC1 inh: -3

Results for O=C(C[C@H]1C(=O)N(Cc2ccccc2)C[C@@H]1Cc1ccccc1)Nc1ccccc1 ?
TROY signal inh: -6; NR2F2 inh: 3; LMP1 NFkB inh: -5; LRH-1 inv ag: 5; CF NFkB block: 2; TWEAK-Fn14 inh: 1; SRC3 inh: -2; TRAIL sens C8: 15; KKLEB cytotox: 4; Shn3 inh set2: 0; SRC1 inh: -6

How did CCC(=O)OCCn1c(Br)nc2c1c(=O)[nH]c(=O)n2C do in these assays?
TROY signal inh: 13; NR2F2 inh: -8; LMP1 NFkB inh: -10; LRH-1 inv ag: -6; CF NFkB block: 0; TWEAK-Fn14 inh: 2; SRC3 inh: 0; TRAIL sens C8: -2; KKLEB cytotox: 6; Shn3 inh set2: 8; SRC1 inh: 4

Results for CCC(CO)Nc1nc2ccc(Cl)cc2c2ccccc12 (stereo not drawn) ?
TROY signal inh: -41; NR2F2 inh: -6; LRH-1 inv ag: -21; CF NFkB block: -14; TWEAK-Fn14 inh: -48; SRC3 inh: 0; TRAIL sens C8: 0; KKLEB cytotox: -22; Shn3 inh set2: 4; SRC1 inh: 7

Results for COc1ccc(C(=O)Nc2ccc(N3CCCCCC3)cc2)cc1S(=O)(=O)N1CCOCC1 ?
TROY signal inh: 24; NR2F2 inh: 49*; LMP1 NFkB inh: 3; LRH-1 inv ag: -5; CF NFkB block: -4; TWEAK-Fn14 inh: 38; SRC3 inh: 25; TRAIL sens C8: 8; KKLEB cytotox: 16; Shn3 inh set2: 21; SRC1 inh: 24

How did COc1ccc(-n2c(SCC(=O)Nc3sc4c(c3C#N)CCCC4)nnc2-c2ccc(O)cc2)cc1 do in these assays?
TROY signal inh: 26; NR2F2 inh: 3; LMP1 NFkB inh: 4; LRH-1 inv ag: 0; CF NFkB block: -1; TWEAK-Fn14 inh: 32; SRC3 inh: 7; TRAIL sens C8: 12; KKLEB cytotox: -1; Shn3 inh set2: -22; SRC1 inh: 0

Results for CC1CN(C(=O)Nc2ccc(F)cc2F)CC(C)O1 (stereo not drawn) ?
TROY signal inh: -1; NR2F2 inh: 5; LMP1 NFkB inh: 4; LRH-1 inv ag: -3; CF NFkB block: 16; TWEAK-Fn14 inh: -10; SRC3 inh: -6; TRAIL sens C8: -26; KKLEB cytotox: 4; Shn3 inh set2: 1; SRC1 inh: 0

What do the screens show for `CCOC(=O)c1cn(CC)c2cc(N3CCCCC3)c(F)cc2c1=O`?
TROY signal inh: -14; NR2F2 inh: 2; LMP1 NFkB inh: -11; LRH-1 inv ag: 12; CF NFkB block: 1; TWEAK-Fn14 inh: -5; SRC3 inh: 1; TRAIL sens C8: 38; KKLEB cytotox: 1; Shn3 inh set2: -23; SRC1 inh: -12

How did CCN(CC)S(=O)(=O)c1ccc(C(=O)OCC(=O)NC2CCCC2)cc1 do in these assays?
TROY signal inh: -11; NR2F2 inh: -3; LMP1 NFkB inh: 5; LRH-1 inv ag: -17; CF NFkB block: -16; TWEAK-Fn14 inh: 1; SRC3 inh: -16; TRAIL sens C8: 9; KKLEB cytotox: 8; Shn3 inh set2: -5; SRC1 inh: -5

What do the screens show for `O=C(NCc1ccccc1)C12CC3CC(CC(Br)(C3)C1)C2`?
TROY signal inh: 10; NR2F2 inh: -20; LMP1 NFkB inh: -23; LRH-1 inv ag: 7; CF NFkB block: 3; TWEAK-Fn14 inh: 8; SRC3 inh: -18; TRAIL sens C8: -3; KKLEB cytotox: 3; Shn3 inh set2: 11; SRC1 inh: 0

What do the screens show for `c1ccc2[nH]c(SCc3ccc(-c4nnco4)cc3)nc2c1`?
TROY signal inh: -54; NR2F2 inh: -26; LMP1 NFkB inh: -16; LRH-1 inv ag: -108; CF NFkB block: 6; TWEAK-Fn14 inh: -19; SRC3 inh: -87; TRAIL sens C8: 27; KKLEB cytotox: 1; Shn3 inh set2: -26; SRC1 inh: -80

What do the screens show for `CC1CN(C(=S)SCC(=O)c2ccc([N+](=O)[O-])cc2)CC(C)O1` (stereo not drawn)?
TROY signal inh: -9; NR2F2 inh: -3; LMP1 NFkB inh: 4; LRH-1 inv ag: 10; CF NFkB block: 16; TWEAK-Fn14 inh: -9; SRC3 inh: -14; TRAIL sens C8: 0; KKLEB cytotox: -6; Shn3 inh set2: 6; SRC1 inh: 1

What do the screens show for `Cc1ccc(N2CCN(C(=O)c3cc(-c4ccc(F)cc4)[nH]c3C)CC2C)cc1` (stereo not drawn)?
TROY signal inh: 28; NR2F2 inh: 4; LMP1 NFkB inh: -2; LRH-1 inv ag: -24; CF NFkB block: -7; TWEAK-Fn14 inh: 19; SRC3 inh: -3; TRAIL sens C8: 9; KKLEB cytotox: 5; Shn3 inh set2: 30; SRC1 inh: 3

Results for COC(=O)c1c(C)oc2ccc(N(C(=O)Oc3ccccc3)S(=O)(=O)c3ccc(Cl)c([N+](=O)[O-])c3)cc12 ?
TROY signal inh: 34; LMP1 NFkB inh: -94; LRH-1 inv ag: -1; CF NFkB block: 19; TWEAK-Fn14 inh: 13; SRC3 inh: -3; TRAIL sens C8: 3; KKLEB cytotox: 18; Shn3 inh set2: 13; SRC1 inh: -3

Results for O=C(NCc1nnc(SCC(=O)N2CCc3ccccc32)o1)c1ccco1 ?
TROY signal inh: 16; NR2F2 inh: 2; LMP1 NFkB inh: -4; LRH-1 inv ag: 3; CF NFkB block: 21; TWEAK-Fn14 inh: 13; SRC3 inh: 7; TRAIL sens C8: -4; KKLEB cytotox: 0; Shn3 inh set2: 10; SRC1 inh: 4

Two consecutive records from above, quoted:
What do the screens show for `Cc1c(C(=O)N2CC(C)OC(C)C2)sc2nc(-c3ccc(F)cc3)cn12` (stereo not drawn)?
TROY signal inh: 6; NR2F2 inh: -13; LMP1 NFkB inh: -4; LRH-1 inv ag: -2; CF NFkB block: -3; TWEAK-Fn14 inh: 8; SRC3 inh: -4; TRAIL sens C8: 4; KKLEB cytotox: 6; Shn3 inh set2: 15; SRC1 inh: 7

What do the screens show for `Cc1ccccc1-n1c(SCC(=O)c2c(N)n(C3CC3)c(=O)[nH]c2=O)nnc1N1CCOCC1`?
TROY signal inh: -8; NR2F2 inh: -8; LMP1 NFkB inh: -3; LRH-1 inv ag: 11; CF NFkB block: 5; TWEAK-Fn14 inh: 10; SRC3 inh: 11; TRAIL sens C8: -25; KKLEB cytotox: 18; Shn3 inh set2: 19; SRC1 inh: 6

Additional results follow.
What do the screens show for `CC(C)C(C(=O)O)N1CCS(=O)(=O)CC1` (stereo not drawn)?
TROY signal inh: -1; NR2F2 inh: 11; LMP1 NFkB inh: -11; LRH-1 inv ag: -9; CF NFkB block: 26; TWEAK-Fn14 inh: 21; SRC3 inh: 15; TRAIL sens C8: -4; KKLEB cytotox: -1; Shn3 inh set2: -8; SRC1 inh: -42

What do the screens show for `Cc1ccc(CNC(=O)C2=CCN(S(=O)(=O)c3ccc(C)cc3)CC2)cc1`?
TROY signal inh: 5; NR2F2 inh: -10; LMP1 NFkB inh: -2; LRH-1 inv ag: -16; CF NFkB block: -11; TWEAK-Fn14 inh: 5; SRC3 inh: 10; TRAIL sens C8: 3; KKLEB cytotox: 8; Shn3 inh set2: 9; SRC1 inh: 5

How did COc1ccc(S(=O)(=O)N2CCOCC2)cc1NC(=O)Cc1cccs1 do in these assays?
TROY signal inh: -3; NR2F2 inh: 8; LMP1 NFkB inh: 7; LRH-1 inv ag: 1; CF NFkB block: -5; TWEAK-Fn14 inh: -1; SRC3 inh: -4; TRAIL sens C8: -10; KKLEB cytotox: 1; Shn3 inh set2: -4; SRC1 inh: -4

How did CC(C)c1cccc(C2=CC(=O)C[C@H](c3ccc4c(c3)OCO4)C2)c1 do in these assays?
TROY signal inh: -11; NR2F2 inh: -28; LMP1 NFkB inh: 12; LRH-1 inv ag: -13; CF NFkB block: -15; TWEAK-Fn14 inh: -32; SRC3 inh: -47; TRAIL sens C8: -11; KKLEB cytotox: 1; Shn3 inh set2: -2; SRC1 inh: 1

How did COc1ccccc1C1CN=NC12CCCc1ccccc1C2=O (stereo not drawn) do in these assays?
TROY signal inh: 4; NR2F2 inh: 15; LMP1 NFkB inh: 5; LRH-1 inv ag: -1; CF NFkB block: 10; TWEAK-Fn14 inh: 2; SRC3 inh: 15; TRAIL sens C8: 11; KKLEB cytotox: -6; Shn3 inh set2: 1; SRC1 inh: 11
